D2 antag: antagonists of human D2 dopamine receptor. HEK293 TREx D2 cells, calcium flux, dopamine EC80. AID 485344. 340,000 compounds, 2% hits. inhibition, % at 10 µM; in the data active means inhibition above about 30%; further: 0% is about no effect
Target sequence (P14416 whole entry, looked up): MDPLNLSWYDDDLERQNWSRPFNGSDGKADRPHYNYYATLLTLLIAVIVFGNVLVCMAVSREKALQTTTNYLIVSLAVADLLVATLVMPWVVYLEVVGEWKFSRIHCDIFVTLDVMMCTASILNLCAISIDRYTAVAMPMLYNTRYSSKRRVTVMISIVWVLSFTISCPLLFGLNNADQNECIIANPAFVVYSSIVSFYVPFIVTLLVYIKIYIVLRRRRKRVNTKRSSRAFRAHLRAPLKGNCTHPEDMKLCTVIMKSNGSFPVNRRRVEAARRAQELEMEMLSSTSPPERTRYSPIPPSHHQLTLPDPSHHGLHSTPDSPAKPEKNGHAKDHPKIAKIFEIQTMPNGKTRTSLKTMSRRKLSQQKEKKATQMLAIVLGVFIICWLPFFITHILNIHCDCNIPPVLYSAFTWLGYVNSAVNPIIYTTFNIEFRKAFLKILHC
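Tetracycline-induced HEK293 T-REx cells expressing D2 force-coupled to calcium signalling were dye-loaded, exposed to compound for 180 s, then challenged with an EC80 of dopamine; calcium flux was followed kinetically for a further 180 s.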
rTrxR1 inhibitor: inhibitors of rat thioredoxin reductase 1. O89049. recombinant rTrxR1, NADPH fluorescence consumption, selenite substrate. Potency, µM (series often up to 114 µM), for inactives: top-dose activity change, negative = inhibition, actives largely listed as inhibitors. 390,000 compounds, 1% hits. AID 588453; further: potency means the concentration at half of the fitted maximal effect; on the % scale 0 is the no-effect control and ±100 the full control effect; nearly all actives have a fitted effect of over 65% in size
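Rat TrxR1 (90 nM in the dispensed reagent) was pre-reduced with 400 uM NADPH for 5 min at room temperature, then incubated with compound for 15 min. After 400 uM selenite was added, NADPH fluorescence (Ex 340/Em 450 nm) was followed for 8 min.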
TrxR1 substrate: rat thioredoxin reductase 1 substrate activity | O89049 | purified TrxR1 substrate turnover, NADPH consumption readout | Potency, µM (highest dose often 114 µM), without a hit: at the highest dose activity change, negative = substrate turnover | 390,000 compounds, 0.01% hits | AID 588456; further: potency means the concentration at half of the fitted maximal effect; on the % scale 0 is the no-effect control and ±100 the full control effect; nearly all actives have a fitted effect of over 50% in size
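Rat TrxR1, dispensed at 90 nM, was prereduced with 400 uM NADPH (final) for 5 min at ~22 deg C, then incubated with compound 15 min before 400 uM selenite. A first-read NADPH fluorescence drop versus no-compound background flagged substrates.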
USP1 inh: inhibitors of human USP1/UAF1 deubiquitinase; recombinant USP1/UAF1, Ub-Rhodamine cleavage fluorescence; Potency, µM (top dose mostly 57.1 µM), for inactives: at the highest dose activity change, negative = inhibition, hits mostly inhibitors; 390,000 compounds, 0.23% hits; AID 743255; further: potency means the concentration at half of the fitted maximal effect; on the % scale 0 is the no-effect control and ±100 the full control effect; nearly all actives have a fitted effect of over 60% in size; inactives centre near -12
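In this screen, compounds sit with the deubiquitinase complex (1nM) for 15 min at room temperature before Ub-Rho is added at 150nM final. Fluorescence rise is then followed for 6 reads every 60 seconds.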
PI4K2A inh: inhibitors of human PI4K2A; activity change, negative = inhibition, % at 76.9 µM; purified PI4K2A, ADP-Glo luminescence, 1 h; stronger effect = lower value; 420,000 compounds, 0.13% hits; in the data active means activity change below about -50%; inconclusive means mostly about -30% to -49%;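 further: -100% = wells without enzyme as full effect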
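Compounds are screened against recombinant PI4K2A using PI as substrate and ATP, the latter dispensed at 300 microM. Reactions run one hour at ambient temperature before ADP-Glo detection; full inhibition defined by wells lacking enzyme.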
TRHR enhancer: TRH receptor (human) allosteric enhancement; AID 493056; 360,000 compounds, 0.66% hits; TRHR cells, fluo-8 calcium fluorescence, EC20 TRH enhancement; P34981; enhancement, % at 2 µM; in the data active means enhancement above about 30%; further: 0% is about no effect
Target sequence (P34981 whole entry, looked up): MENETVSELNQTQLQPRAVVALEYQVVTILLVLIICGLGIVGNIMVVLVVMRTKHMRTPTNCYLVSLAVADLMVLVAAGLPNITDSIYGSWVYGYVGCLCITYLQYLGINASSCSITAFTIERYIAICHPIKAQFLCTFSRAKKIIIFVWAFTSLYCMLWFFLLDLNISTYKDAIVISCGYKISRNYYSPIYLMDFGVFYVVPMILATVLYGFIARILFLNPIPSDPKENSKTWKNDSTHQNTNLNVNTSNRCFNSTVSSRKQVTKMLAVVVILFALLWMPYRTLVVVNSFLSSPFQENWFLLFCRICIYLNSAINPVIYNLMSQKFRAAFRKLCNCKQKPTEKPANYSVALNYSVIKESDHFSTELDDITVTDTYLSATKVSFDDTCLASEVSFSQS
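Enhancer read-out: after compound pinning and an initial kinetic agonist-mode read, an EC20 of TRH (10 nM final) was injected and fluo-8 calcium signal (Ex 480/Em 530) followed at 1 s/cycle for 100 cycles in TRHR-expressing cells.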
IDH1 R132H inh: inhibitors of human mutant IDH1 R132H. 390,000 compounds, 0.093% hits. IDH1-R132H enzyme, NADPH consumption, diaphorase/resazurin fluorescence. O75874. Potency, µM (top dose mostly 76.6 µM), for inactives: at the highest dose activity change, negative = inhibition, usual class: inhibitors; further: potency means the concentration at half of the fitted maximal effect; on the % scale 0 is the no-effect control and ±100 the full control effect; nearly all actives have a fitted effect of over 65% in size
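IDH1-R132H (0.5 ug/mL) preincubated 30 min with compound, then NADPH (0.016 mM) and alpha-KG (2 mM) added; 80 min at RT, pH 7.5. Remaining NADPH coupled via diaphorase/resazurin to fluorescence (540/590 nm); concentration-response curves normalized to no-enzyme control.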
D2 ag: agonists of human D2 dopamine receptor. AID 485358. activation, % at 2 µM. 340,000 compounds, 0.53% hits. P14416. HEK293 T-REx D2 cells, calcium flux agonist mode;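 active means activation over 3 SD above normal in the single-dose calcium agonist read, cut at about 30% in these data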; further: 0% is about no effect
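Tetracycline-induced HEK293 Trex cells with D2 receptor force-coupled to calcium signaling, plated overnight at 30 C and loaded with no-wash calcium dye. Calcium flux read kinetically for 180 s after compound addition; responses flag agonists.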
TRHR agonist: TRH receptor (human) agonism | activation, % at 2 µM | P34981 | TRHR cells, calcium flux fluo-8, FDSS agonist mode | AID 493084 | 360,000 compounds, 0.18% hits; in the data active means activation above about 30%; further: 0% is about no effect
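TRHR-expressing cells loaded with fluo-8 calcium dye; 23 nL library compound pin-transferred, kinetic FDSS fluorescence (Ex 480/Em 530) recorded about 180 s for agonist-induced calcium release, before a 10 nM TRH EC20 addition for potentiator mode.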
* marks the source's active call; other numbers are inactive results; ? = inconclusive; · = not tested or not shown; & = joins results of further samples; [ ] = dose if it differs, or a comment. Unless noted, the call rests on the fitted dose curve; in most records, active means well fitted inhibition curve with a large enough effect; inconclusive means small, poorly fitted or top-dose-only effect; inactive means no such curve, though single readings can be large or run the other way. Compounds as they come; 3.9% or so of the library scored in one or more.

SMILES	D2 antag	rTrxR1 inhibitor	TrxR1 substrate	USP1 inh	PI4K2A inh	TRHR enhancer	IDH1 R132H inh	D2 ag	TRHR agonist
COC(=O)C1CCN(C(=O)CN(C)Cc2ccc(C(C)(C)C)cc2)CC1	-4	-5%	-3%	5%	-3	4	10%	-0.7	0.2
CSc1nc(C)cc(/C=C\c2ccccc2)c1C#N	-8	-9%[57.1 µM]	14%[57.1 µM]	-23%	0	22	6%	-0.7	-1.6
Cc1cc(C)c(NC(=O)c2ccc3nccnc3c2)c(C)c1	-13	10%[57.1 µM]	5%[57.1 µM]	-19%	-2	-2	-9%	-0.1	-0.1
O=C(Nc1cccc(C(F)(F)F)c1)Nc1cccs1	·	-3%	-5%	?	-1	-6	·	0.0	0.6
COc1ccc(CNC(=O)Cc2ccc(NC(=O)N3CCSc4ncccc43)cc2)cc1OC	·	20%	-1%	-14%	2	-3	-15%	0.9	0.1
CC(C)c1nc(SCC(=O)N2CCCCCC2)c2c(=O)n(C)c(=O)n(C)c2n1	-8	17%	4%	-19%	2	-5	-4%	-1.1	-0.3
CC(Sc1nnc(-c2cc3ccccc3o2)n1-c1ccccc1)C(=O)O (centres undefined)	45*	-21%[57.1 µM]	10%[57.1 µM]	-19%	-1	-4	-1%	0.1	-0.1
O=C(Nc1cc2c3c(c1)CC(=O)N3CCC2)c1ccco1	·	-9%[57.1 µM]	-4%[57.1 µM]	-2%	1	-2	7%	·	-0.9
Cc1c(Br)cc(C(=O)NCc2ccco2)c(C)c1C	-16	-48%	6%[57.1 µM]	-12%	-3	10	7%	-0.1	-0.3
COc1ccc(Br)cc1-c1nc(C)c(C(C)=O)n1O	17	13%[57.1 µM]	10%[57.1 µM]	-6%	2	-2	-1%	0.3	0.7
Cc1cccc(CSCCNC(=S)Nc2ccccc2)c1	-2	-23%	-17%	-8%	6	-3	2%	0.1	0.0
COc1ccccc1N1CCN(C(=O)c2cc3c(-c4ccc(Cl)cc4)nn(C)c3s2)CC1	31*	28%	3%	?	-1	-14	-6%	1.2	0.6
COc1cccc(CN2C[C@]34C=C[C@@H](C[C@@H]3S2(=O)=O)O4)c1	-5	23%[57.1 µM]	12%[57.1 µM]	8%	-3	2	-14%	-1.4	-0.7
CCOC(=O)CCc1c(C)nc2ncnn2c1C	16	13%	6%	-20%	2	17	4%	0.2	-0.7
Cn1nc(C(=O)N2CCN(c3ccccc3F)CC2)c2c1-c1ccccc1SC2	·	12%	-5%	-14%	-11	-22	-1%	-1.4	-0.3
COCCNC(=O)C(c1ccco1)N(C(=O)Cn1nnc2ccccc21)c1ccc(C)cc1C (centres undefined)	-15	1%	9%[57.1 µM]	-6%	2	-7	6%	1.1	0.5
COc1cccc(C(=O)Nc2cccc(C(=O)OCc3cc(=O)n4nc(C5CC5)sc4n3)c2)c1	·	12%[57.1 µM]	-1%[57.1 µM]	?	-1	2	-7%	-0.5	-0.4
CCN(CC)c1ccc2c(C)c(CO)c(=O)oc2c1	12	-5%	92%[activator]	-19%	-4	-1	3%	0.0	0.0
Nc1c(C(=O)Nc2ccccc2Cl)c2ccccn2c1C(=O)c1ccc(Cl)cc1	·	7%	2%	6%	3	5	·	-0.3	0.8
N#Cc1cccc(-n2nnnc2-c2ccc3c(c2)OCO3)c1	-6	-2%	-1%	2%	0	2	11%	0.4	-0.1
COc1ccc(N2CCN(c3ccc(-c4nc(-c5ccccc5C)no4)cc3[N+](=O)[O-])CC2)cc1	·	17%	-5%	-5%	0	2	-1%	·	1.3
Cc1onc(-c2c(Cl)cccc2Cl)c1C(=O)NCCc1ccc(S(N)(=O)=O)cc1	-6	18%	-2%	-7%	-3	-9	7%	0.2	0.0
Cc1cccc2sc(NC(=O)c3ccc(OCC4CCCO4)cc3)nc12 (centres undefined)	·	33%[57.1 µM]	17%[57.1 µM]	-19%	-3	2	4%	·	-1.4
CCN(CC)N=Nc1ccc(C(=O)O)cc1	2	-21%	-18%	-15%	-5	3	8%	2.1	0.1
CC(C)(C)C(=O)NCc1ccc(C(=O)CSc2nnc(C3CC3)n2C2CC2)s1	2	-7%	-5%	-6%	-1	2	0%	-0.1	0.7
CCCCN(C)C(=O)c1cc2cc([N+](=O)[O-])cc(OC)c2oc1=O	-13	1%[57.1 µM]	5%[57.1 µM]	9%	4	-3	-8%	-0.4	0.2
Cc1ccnc2c1ccc1c(C)ccnc12	43*	?	-1%	?	-15	14	7%	1.0	-0.4
CC(=O)c1cccc(NC(=O)N2CCCc3ccccc32)c1	-8	-18%	-11%	-4%	-2	1	-3%	-0.1	0.1
CC(C)(/C=N/O)/[N+]([O-])=C/c1ccccc1	-8	18%[11.4 µM]	8%[57.1 µM]	-5%	-3	4	3%	1.6	0.9
CCOC(=O)c1ccc(NC(=O)N2CCOCC2)cc1	-30	21%[57.1 µM]	7%[57.1 µM]	-7%	-4	2	7%	0.2	-0.9
Cc1ccc(C)n1-c1ccc(N2CCOCC2)c([N+](=O)[O-])c1	12	?	-6%	-12%	1	-1	2%	-1.2	-1.0
CCC(=O)Nc1ccc(C(=O)Nc2cccc(C)n2)cc1	13	19%	-1%	-18%	-4	-4	-2%	0.2	-0.8
COC(=O)c1ccccc1NC(=O)c1ccccc1N(C)S(=O)(=O)c1ccccc1	-5	8%[57.1 µM]	5%[57.1 µM]	1%	2	-3	4%	0.5	0.2
Cn1cc(CCNC(=O)C2CCC(=O)N(CCc3ccc(Cl)cc3)C2)cn1 (centres undefined)	3	10%	5%	-11%	-3	-7	4%	0.5	0.2
Cn1nccc1C(=O)N1CCN(c2ccccc2Cl)CC1	-6	2%	-2%	-20%	-1	-2	-7%	0.8	0.4
COc1ccc2sc(NC(=O)NC(=O)c3c(Cl)cccc3Cl)nc2c1	-17	1%[57.1 µM]	-10%[57.1 µM]	1%	-2	3	1%	1.1	0.3
CC(C)C(=O)Nc1nc(-c2ccc3c(c2)CCN3C(=O)C2CC2)cs1	3	17%[57.1 µM]	-1%[57.1 µM]	-23%	4	14	20%	4.7	2.0
O=C(COC(=O)CCCN1C(=O)c2ccccc2C1=O)Nc1ncc(Cl)cc1Cl	-8	22%[57.1 µM]	13%[57.1 µM]	-18%	-1	22	5%	-0.6	-0.2
CCCOc1ccccc1Cn1c(=O)oc2ccc(C)cc21	-11	18%	6%	-26%	-1	-12	0%	-2.2	0.1
O=C1/C(=C/c2ccc([N+](=O)[O-])cc2)Oc2cc(O)ccc21	-3	-24%[57.1 µM]	-3%[57.1 µM]	-26%	-8	-3	9%	5.0	7.6
COc1ccc(-c2csc(N3CCN(C(=O)c4ccco4)CC3)n2)cc1	-3	8%[57.1 µM]	-2%[57.1 µM]	-20%	6	4	4%	0.1	-0.8
CCCC(=O)Nc1cccc(NC(=S)NC(=O)C(C)Oc2ccc(Cl)cc2Cl)c1 (centres undefined)	-4	-8%	-3%	-24%	-2	0	-7%	-1.6	-1.9
Cn1cccc1C(=O)Nc1ccc(Cl)c(S(=O)(=O)N2CCCCC2)c1	·	11%	0%	-9%	-6	·	2%	·	·
N#Cc1c(NCCO)nc(NCc2ccccc2)c2c1CCN(Cc1ccccc1)C2	-16	3%	18%	?	-10	-8	1%	-0.5	0.5
N=c1ccccn1CC(O)COc1ccccc1 (centres undefined)	-10	18%	16%[57.1 µM]	-18%	0	3	0%	-0.1	0.6
COc1ccccc1NS(=O)(=O)c1cccc(C(=O)N2CCCC2)c1	·	10%	-4%	-7%	-1	·	-7%	·	·
Cc1cc(C)cc(NCCC#N)c1	-1&-5	-6%	-4%	4%	-5	5&22	-2%	0.8&0.6	0.9&-0.4
Cn1c(=O)c2c(nc(N3CCOCC3)n2CCSc2ncccn2)n(C)c1=O	8	4%[57.1 µM]	11%[57.1 µM]	-21%	-1	-4	12%	2.3	0.9
O=C(N/N=C/C(Cl)=C/c1ccc([N+](=O)[O-])cc1)C(=O)Nc1cccc(C(=O)O)c1	9	79µM*	-17%	-13%	-17	7	0%	0.2	0.1
COc1ccccc1-c1cc2nc(C)c(CCC(=O)NCc3cccc(Cl)c3)c(C)n2n1	·	30%[activator]	32%[activator]	-11%	2	2	-2%	-0.9	-0.5
N#C/C(=C/c1ccccc1)c1nn(CCO)c(N)c1C#N	6	5%	2%	-17%	0	13	1%	0.0	0.6
Cc1nn2c(-c3ccccc3)cc(-c3ccccc3)nc2c1-c1ccc(Cl)cc1	·	1%	-2%	-5%	1	-1	17%	0.5	0.0
Cc1nnc(N2CCC(C(=O)Nc3ccc(F)cc3)CC2)c2nn(-c3ccc(Cl)cc3)c(C)c12	·	26%	17%	?	5	-11	-4%	-0.6	-0.9
Cc1ccccc1Nc1nnc(-c2ccc(C)c(S(=O)(=O)N3CCOCC3)c2)c2ccccc12	·	9%	3%	-4%	0	5	12%	-0.7	1.3
CSC1=NCCN1S(=O)(=O)c1ccc(F)cc1	18	17%	-2%	-11%	-1	1	-11%	16	0.1
Cc1cc(C)nc(N2CCC(C(=O)Nc3ccc4c(c3)CCC4)CC2)n1	-8	-2%	-7%	2%	4	8	8%	0.6	-0.6
CC(C)c1ccc(NC2CCCN(C(=O)c3ccnc(Cl)c3)C2)cc1 (centres undefined)	-3	24%	6%	-24%	7	4	13%	-0.4	-0.2

Assay outcomes as filed in PubChem BioAssay.
